RGS4 block: RGS4 inhibitors, primary screen, cell-based, HEK293 M3R inducible RGS4, calcium flux | B-score at 10 µM | 310,000 compounds, 0.45% hits | Fluo-4 calcium flux; hits give high values; triggered by carbachol at its EC20 | AID 463165, 2010 | Regulator of G-protein signaling 4 (Homo sapiens), P49798;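 active = B-score, a plate-corrected calcium signal, over three deviations above library mean, with baseline fluorescence within five deviations of library mean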;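 also: RGS4 expression induced by doxycycline in cells with stable M3 receptor; B-score is computed from the integrated fluorescence ratio over baseline after carbachol; higher B-score means a larger calcium signal and so more RGS4 inhibition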
KCNK9 block: KCNK9 potassium channel inhibitors, primary screen, HEK293 cells, thallium flux; FluxOR thallium flux fluorescence; hits give low values; B-score at 10 µM; 310,000 compounds, 1.2% hits;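 active = ratio B-score over 3 SD below the library mean, with starting fluorescence within 5 SD of its mean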;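 also: negative B-score means less thallium flux so channel inhibition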
hERG protect: hERG rescue from dofetilide block, primary screen, cell-based, CHO-hERG, FluxOR thallium flux, dofetilide IC70 | Voltage-gated inwardly rectifying potassium channel KCNH2 (Homo sapiens), Q12809 | 310,000 compounds, 0.51% hits | dofetilide IC70 present | activation (rescue from dofetilide block), less the hit threshold, % at 10 µM;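 active = activation above the mean of controls blocked by dofetilide plus 5 SD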;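 also: thallium influx through hERG after potassium depolarization seen as dye fluorescence rise; in these data hits start at about 4.7%; inactives centre near -7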
KCNK3 inh: human KCNK3 channel inhibitors, primary screen, CHO cells, FluxOR thallium flux, B-score | AID 602410, 2012 | Potassium channel subfamily K member 3 (Homo sapiens), O14649 | FluxOR fluorescence; hits give low values | 340,000 compounds, 0.84% hits | B-score at 10 µM;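 active = B-score under library mean minus 4 SD, starting fluorescence ratio at most library mean plus 5 SD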;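 also: more negative B-score means stronger inhibition of thallium flux through KCNK3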
SKKanGAS inh: S. pyogenes SKKanGAS growth inhibitors in kanamycin, primary screen, streptokinase expression inhibitor project, SKKanGAS strain, BacTiter-Glo luminescence | 6 h | inhibition, % at 7.5 µM | 300,000 compounds, 1.3% hits | AID 1662, 2009;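 active = mean replicate score, as percent of positive control median, at least 50; inconclusive = mean below 50 but one replicate at or above 50; inactive = mean and every replicate below 50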;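 also: strain carries kanamycin resistance gene driven by streptokinase promoter and grows in 40 µg/ml kanamycin; loss of luminescence reflects streptokinase promoter inhibition or plain growth inhibition; 0% = median of DMSO wells and 100% = positive control at its reference dose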
RGS4 act: RGS4 potentiators or activators, primary screen, cell-based, HEK293 M3R inducible RGS4, calcium flux; 310,000 compounds, 0.92% hits; AID 463111, 2010; B-score at 10 µM; carbachol calcium flux Fluo4; hits give low values;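 active = B-score of the integrated calcium signal more than 4 SD below the library mean, with starting fluorescence not abnormally high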;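 also: negative B-score means reduced calcium response which marks RGS4 activation or potentiation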
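Assay system: HEK293 FlpIn-TREx cells, stable M3R, doxycycline-inducible RGS4 / Probe or stimulus: carbachol, ECmax concentration / Times: overnight RGS4 induction, 30 min dye load 37 °C, 20 min compound RT / Signal: kinetic calcium fluorescence imaging with Fluo4-AM dye, 2 µM / Measure: Agonist-evoked peak-minus-minimum fluorescence over baseline, integrated ratio, B score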
ANO1 block: TMEM16A chloride channel inhibitors, primary screen, cell-based, HTS; Anoctamin-1 (Mus musculus), Q8BHY3; HEK293 TMEM16A/YFP iodide influx fluorescence, ionomycin; normalized B-score (activity score, 25-100; higher = stronger inhibition) at 10 µM; 310,000 compounds, 1.2% hits;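 active = ratio plate-corrected score three or more library SD toward inhibition, starting fluorescence score within five deviations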;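 also: score derived from kinetic fluorescence span divided by baseline fluorescence per well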
Target sequence (Q8BHY3 whole entry, looked up): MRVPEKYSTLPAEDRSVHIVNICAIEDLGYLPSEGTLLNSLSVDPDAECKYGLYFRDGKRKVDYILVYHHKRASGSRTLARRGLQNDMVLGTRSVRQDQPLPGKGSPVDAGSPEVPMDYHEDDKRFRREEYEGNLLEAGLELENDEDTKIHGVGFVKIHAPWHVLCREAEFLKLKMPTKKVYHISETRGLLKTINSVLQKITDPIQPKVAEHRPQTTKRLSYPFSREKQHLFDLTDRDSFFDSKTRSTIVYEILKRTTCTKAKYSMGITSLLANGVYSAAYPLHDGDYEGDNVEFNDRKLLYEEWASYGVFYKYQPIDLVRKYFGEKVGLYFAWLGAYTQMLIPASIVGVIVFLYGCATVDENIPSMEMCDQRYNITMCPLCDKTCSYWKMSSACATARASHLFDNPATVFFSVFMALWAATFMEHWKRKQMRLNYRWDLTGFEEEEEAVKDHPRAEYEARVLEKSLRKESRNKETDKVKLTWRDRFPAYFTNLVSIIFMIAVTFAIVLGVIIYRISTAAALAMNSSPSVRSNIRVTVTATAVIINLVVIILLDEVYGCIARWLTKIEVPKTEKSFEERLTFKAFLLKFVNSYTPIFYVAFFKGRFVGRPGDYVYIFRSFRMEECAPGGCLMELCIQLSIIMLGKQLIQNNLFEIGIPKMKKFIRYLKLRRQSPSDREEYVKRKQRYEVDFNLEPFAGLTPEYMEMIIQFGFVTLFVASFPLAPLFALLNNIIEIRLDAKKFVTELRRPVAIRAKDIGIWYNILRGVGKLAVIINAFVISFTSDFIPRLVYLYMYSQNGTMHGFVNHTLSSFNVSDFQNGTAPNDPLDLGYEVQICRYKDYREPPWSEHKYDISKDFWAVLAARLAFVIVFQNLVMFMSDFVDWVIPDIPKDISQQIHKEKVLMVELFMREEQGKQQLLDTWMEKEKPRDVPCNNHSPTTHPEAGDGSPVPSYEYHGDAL
HDAC3 inh: HDAC3 deacetylase inhibitors, primary screen, biochemical, fluorescence, cell-free homogeneous | AID 2718, 2010 | inhibition, % at 8.3 µM | recombinant HDAC3, fluorogenic peptide/trypsin coupled | Histone deacetylase 3 (Homo sapiens), O15379 | 320,000 compounds, 0.15% hits; in the data active = inhibition above about 26%, passing the limit was not always enough; inconclusive = no clear call, values can overlap the other calls
KCNQ1 block: inhibitors of human KCNQ1 channel, primary screen, cell-based, thallium flux, high-throughput | Potassium voltage-gated channel subfamily KQT member 1 (Homo sapiens), P51787 | CHO-K1 KCNQ1, FluxOR thallium flux fluorescence; hits give high values | B-score at 10 µM | 310,000 compounds, 1.3% hits | AID 2642, 2010;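 active = compounds whose thallium flux B-score, printed positive for inhibition, exceeds three library SD while starting fluorescence stays within three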;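 also: channel opened by potassium depolarization with thallium stimulus after 20 min compound exposure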
ANO1 activ: TMEM16A chloride channel activators or potentiators, primary screen, cell-based, HTS | HEK293 TMEM16A/YFP-H148Q/I152L, iodide quench fluorescence; hits give low values | B-score at 10 µM | 340,000 compounds, 0.3% hits | AID 623877, 2012;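 active = fluorescence-ratio B-score plate-corrected deviation score at least 3 library SD below zero, with starting fluorescence score within 5 deviations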;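 also: channel opened by trigger with iodide after compound preincubation; score built on the fluorescence ratio of max minus min over baseline; more negative score means more quench and so TMEM16A activation or potentiation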
KCNQ1 pot: potentiators or activators of KCNQ1 channel, primary screen, cell-based, thallium flux, high-throughput. B-score at 10 µM. AID 2648, 2010. 310,000 compounds, 0.35% hits. CHO-K1 KCNQ1, thallium flux FluxOR fluorescence; hits give high values. Potassium voltage-gated channel subfamily KQT member 1 (Homo sapiens), P51787;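 active = fluorescence ratio B-score, a plate-corrected score, at least three library SD, with initial intensity B-score within 5 SD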
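Material: CHO-K1 cells stably expressing KCNQ1. Medium: assay buffer for compound exposure, DMSO matched across wells. Reagent: K+/Tl+ depolarizing stimulus. Compound dosing: single-concentration screen. Times: 37 °C overnight plating, 90-min dark dye load, 20-min compound pretreatment. Technique: FluxOR Tl+ flux fluorescence.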
* hit, by the source's call; i = inactive; u = inconclusive; x = not tested or not shown.

SMILES	RGS4 block	KCNK9 block	hERG protect	KCNK3 inh	SKKanGAS inh	RGS4 act	ANO1 block	HDAC3 inh	KCNQ1 block	ANO1 activ	KCNQ1 pot
O=C(O)C1CC(=O)N(c2ccc(OCc3ccccc3Cl)cc2)C1 (configuration not stated)	i	i	-10	i	5	i	i	-10	i	i	i
CCc1cccc(NC(=O)CN2C(=O)NC3(CCCCCCC3)C2=O)c1	i	i	-9	i	-5	i	i	-4	i	i	i
Cc1cccn2c(=O)c3cc(C(=O)NCc4ccco4)c(=N)n(CCOCCO)c3nc12	i	i	-18	i	-3	i	i	-158	i	i	i
Cc1cc(C)c(CN2CCC(N3CCC(C(=O)NCC4CCCO4)CC3)CC2)cc1C (configuration not stated)	i	i	-6	i	0	i	i	2	i	i	i
CCCCn1c(CCCNC(=O)c2ccco2)nc2ccccc21	i	i	-15	i	53*	i	i	0	i	i	i
CCN1CCN(CC(=O)Nc2nc3ccccc3s2)CC1	i	i	-5	i	-1	i	i	-1	i	i	i
CCn1ccc(C(=O)Nc2ccccc2Cl)n1	i	i	-5	i	3	i	i	5	i	i	i
c1ccc(NC(c2ccccc2)c2ccncc2)cc1 (configuration not stated)	i	i	-8	i	8	i	i	-3	i	i	i
COC(=O)c1cc(S(=O)(=O)N2CCN(C(=O)c3ccco3)CC2)cn1C	i	i	-4	i	0	i	i	1	i	i	i
COCCNC(=S)N1CCCN(c2nc3cc(C)ccc3cc2C#N)CC1	i	i	-5	i	2	i	i	-9	i	i	i
COc1ccc(CNC(=O)c2cc3cccc(O)c3oc2=N)cc1	i	i	-5	i	6	i	i	-1	i	i	i
Cc1ccc2sc(N(CCCN(C)C)C(=O)c3ccc(S(=O)(=O)N4CCc5ccccc5C4)cc3)nc2c1C	i	i	-11	i	6	i	i	-5	i	i	i
CCCCn1c(N)c(N(CCOC)C(=O)c2ccc3c(c2)OCCO3)c(=O)[nH]c1=O	i	i	-10	i	-1	i	i	-3	i	i	i
CCOC(=O)c1cc(S(=O)(=O)NCCc2ccccc2)cn1C	i	i	1	i	-4	i	i	1	i	i	i
O=C(Nc1n[nH]c(C(F)(F)F)n1)C1CC1	i	i	4.7*	i	-6	i	i	-5	i	i	i
CCCC(C(=O)O)n1c(O)c(C=C2N=c3ccccc3=N2)sc1=S (configuration not stated)	i	i	-10	i	3	i	i	7	i	i	i
Cc1ccc(S(N)(=O)=O)cc1NC(=O)/C=C/c1cccs1	i	i	-9	i	-5	i	i	8	i	i	i
CC(C)CC(C(=O)OCC(=O)c1c(N)n(C)c(=O)n(C)c1=O)N1C(=O)c2ccccc2C1=O (configuration not stated)	i	i	-7	i	1	i	i	9	i	i	i
Cc1cc(C)c(S(=O)(=O)NC2CC(C)(C)NC(C)(C)C2)cc1Br	i	i	0	i	0	i	i	3	i	i	i
Cc1n[nH]c(C)c1S(=O)(=O)N1CCCCCC1	i	i	-5	i	-16	i	i	-1	i	i	i
CCC1=Nc2cc(C(=O)N3CCCCC3)ccc2Sc2ccc(C)cc21	i	i	-9	i	-1	i	i	0	i	i	i
Cc1nn(-c2ccccc2)c2c1C(=O)N(Cc1ccccc1)C(=O)C(C)(C)C2	i	i	-10	i	-4	i	i	-1	i	i	i
Cn1ccsc1=NC(=O)c1ccc(S(=O)(=O)C(F)F)cc1	i	i	-4	i	-1	i	i	-2	i	i	i
O=C(CC(=O)c1ccccc1)Nc1cc(C(F)(F)F)ccc1Cl	i	i	-6	i	-7	i	i	8	i	i	i
Nc1cc(=O)[nH]n1C1CCCC1	i	i	-7	i	-6	i	i	-2	i	i	i

(cont.)
SMILES	RGS4 block	KCNK9 block	hERG protect	KCNK3 inh	SKKanGAS inh	RGS4 act	ANO1 block	HDAC3 inh	KCNQ1 block	ANO1 activ	KCNQ1 pot
COc1ccccc1OCCn1ccnc1	i	i	-3	i	0	i	i	-5	i	i	i
O=C(CNC(=O)c1ccc(Cl)cc1Cl)OCN1C(=O)c2ccccc2C1=O	i	i	-8	i	-1	i	i	2	i	i	i
CCCCn1cnc2c(c(-c3ccccc3)c(-c3ccccc3)n2Cc2ccco2)c1=N	i	-13*	-26	i	1	i	100*	-2	10*	i	i
Cc1csc(SCc2nc3scc(-c4ccccc4)c3c(=O)[nH]2)n1	i	i	-12	i	8	i	i	7	i	i	i
CC1(C)Cc2c(sc(NC(=O)COc3ccc(Cl)cc3)c2C(N)=O)C(C)(C)N1	i	i	-4	i	6	i	i	x	i	i	i
O=[N+]([O-])c1cc(/C=N/n2c(-c3cccnc3)n[nH]c2=S)ccc1Cl	i	i	-6	i	9	i	i	2	i	i	i
Cc1ccc(-c2nc(CS(=O)CC(=O)NCc3ccc4c(c3)OCO4)c(C)o2)cc1 (configuration not stated)	i	i	-6	i	0	i	i	u	i	i	i
O=C(CCNC(=O)c1ccccc1Cl)Nc1nc(-c2ccccc2Cl)cs1	i	i	-6	i	4	i	i	5	i	i	i
Cn1nccc1C(=O)Nc1ccc2c(c1)OCCO2	i	i	-3	i	6	i	i	-5	i	i	i
COc1ccc(C(=O)NNC2=NC(C)(C)Cc3ccccc32)cc1	i	i	-8	i	3	i	i	x	i	i	i
CCN(CC)c1nc2c(c(=O)[nH]c(=O)n2C)n1Cc1ccccc1	i	i	-7	i	0	i	i	0	i	i	i
O=C(CSc1nnc(-c2cccs2)n1-c1ccccc1)N1CCCc2ccccc21	i	i	-18	i	6	i	i	-1	i	i	i
NC(=O)c1cnn(C2CCS(=O)(=O)C2)c1 (configuration not stated)	i	i	0	i	-13	i	i	-1	i	i	i
Cc1cc(C)cc(NC(=O)CNC(c2ccccc2)c2ccccc2)c1	i	i	-9	i	16	i	i	2	i	i	i
COc1ccc(C(=O)Nc2ccc(NC(=O)c3cccs3)c(OC)c2)cc1Cl	i	i	-6	i	x	i	i	0	i	i	i
Cc1ccc(C(=O)O)cc1NC(=S)NC(=O)c1ccc(-c2ccccc2)cc1	i	i	-8	i	26	i	i	9	i	i	i
CC1=C(C#N)C(NC(=O)C2CCCCC2)(C(F)(F)F)C(=O)N1 (configuration not stated)	i	i	-8	i	-2	i	i	-1	i	i	i
COc1ccc(-c2nc(N3CCN(C)CC3)sc2-c2ccc(OC)cc2)cc1	i	i	-13	i	0	i	i	11	i	i	i
COc1ccc(/C=C2/CCCC(C(=O)C(F)(F)F)=C2O)cc1OC	i	i	-17	i	-2	i	i	8	i	i	i
Nc1n[nH]c(C2CCCCC2)n1	i	i	-2	i	33	i	i	-3	i	i	i
CCc1c(C)c(C#N)c2nc3ccccc3n2c1NCc1ccco1	i	i	-17	i	15	i	i	-19	i	i	i
CCn1c(=O)cc(SCC(=O)Nc2cc(OC)c(OC)c(OC)c2)c2ccccc21	i	i	-13	i	-1	i	i	6	i	i	i
COc1ccc(NC(=O)c2cccc(N3C(=O)C4C5C=CC(C5)C4C3=O)c2)c(OC)c1 (configuration not stated)	i	i	-11	i	8	i	i	-1	i	i	i
N=C1/C(=C\c2ccc(OC(=O)c3ccccc3)cc2)C(=O)N=C2SC(N3CCOCC3)=NN12	i	i	-4	i	22	i	i	4	i	i	i
CCNC(=O)C(C)Sc1ccc(Cl)cc1 (configuration not stated)	i	i	-3	i	3	i	i	-5	i	i	i

Other entries.
SMILES	RGS4 block	KCNK9 block	hERG protect	KCNK3 inh	SKKanGAS inh	RGS4 act	ANO1 block	HDAC3 inh	KCNQ1 block	ANO1 activ	KCNQ1 pot
COc1cccc(NC(=O)CN(C)C(=O)c2ccc(-c3ccccc3Cl)o2)c1	i	i	-18	i	6	i	i	2	i	i	i
Cc1ccc(NC(=O)CSc2nc3ccccc3nc2N2CCCC2)cc1	i	i	-7	i	1	i	i	0	i	i	i
CCN1CCN(CCCNC(=O)c2csc3c2CCCCC3)CC1	i	i	0	i	-7	i	i	4	i	i	i
CCN(CC(=O)NCc1cccs1)C(=O)c1ccc(S(=O)(=O)Nc2cccc(C)c2C)cc1	i	i	-5	i	-4	i	i	5	i	i	i
O=C(CCN1C(=O)S/C(=C\c2cccs2)C1=O)NC1=NCCS1	i	i	-9	i	6	i	i	4	i	i	i
Cc1cccc(CCNC(=O)C2CCCN(S(=O)(=O)c3cccc4nsnc34)C2)c1 (configuration not stated)	i	i	-10	i	-3	i	i	-1	i	i	i
C=CCNC(=S)Nc1cccc(N)c1	i	i	-17	i	-12	i	i	5	i	i	i
COC(=O)Cc1[nH]nc2c1C(C1C=CCCC1)C(C#N)=C(N)O2 (configuration not stated)	i	i	-8	i	-6	i	i	0	i	i	i
CSc1cccc(NS(=O)(=O)c2ccc(-c3coc(C)n3)cc2)c1	i	i	-7	i	-4	i	i	5	i	i	i
CC(=O)NC1=NN(C(C)=O)C(C)(CS(=O)(=O)c2ccc3ccccc3c2)S1 (configuration not stated)	i	i	-4	i	-4	i	i	-2	i	i	i
CC(=O)c1ccc(OCc2cc(C(=O)N(C)Cc3ncc(C)[nH]3)no2)cc1	i	i	-4	i	6	i	i	0	i	i	i
O=c1[nH]ncn1-c1ccc(Br)cc1	i	i	-5	i	-11	i	i	-5	i	i	i
CC(C)c1onc(C(=O)NCc2cccs2)c1[N+](=O)[O-]	i	i	-8	i	7	i	i	0	i	i	i
COC(=O)CCN(C(=O)c1cc(OC)c(OC)c(OC)c1)c1ccccn1	i	i	-8	i	1	i	i	3	i	i	i
COc1ccc(-c2csc(N)n2)cc1	i	i	-6	i	1	i	i	-3	i	i	i
COc1cc(CNCc2cccs2)ccc1OCC(N)=O	i	i	-9	i	-2	i	i	-7	i	i	i
COc1ccc(NC(=O)CN(C)C(=O)CCSc2ccc(C)cc2)cc1	i	i	-18	i	-10	i	i	-1	i	i	i

Screening results: PubChem BioAssay, several laboratories
